Compound activity deposited in PubChem BioAssay by National Center for Advancing Translational Sciences (NCATS).
IL2 activator: IL-2 activation | IL-2 activation reporter assay, cell-based qHTS; stimulated with anti-CD3/CD4/CD28 beads; in transgenic mouse T cells | activation, % (series mostly up to about 46 µM) | hit rate 0.065% among 360,000; in the data active = activation above about 50%; inconclusive = mostly about 30% to 49%; also: 0% is about no effect
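Using fluorescent plate cytometry, EGFP and DsRed are detected in transgenic mouse T cells stimulated 18 h at 37 degrees C with antibody-coated beads after 60 min compound pretreatment.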
EPAC2 agonist: EPAC2 (human) agonism. Q8WZA2. EPAC2 activation, biochemical qHTS; response scale: 100% = 6.5 mM cAMP response. Potency, µM (titrated, usually from 154 µM), for the others: top-dose activation, usual class: activators. hit rate 0.079% among 360,000; also: potency is read from the fitted curve at half-maximal effect; nearly all actives have a fitted effect of over 50% in size
Target sequence (Q8WZA2 whole entry, looked up): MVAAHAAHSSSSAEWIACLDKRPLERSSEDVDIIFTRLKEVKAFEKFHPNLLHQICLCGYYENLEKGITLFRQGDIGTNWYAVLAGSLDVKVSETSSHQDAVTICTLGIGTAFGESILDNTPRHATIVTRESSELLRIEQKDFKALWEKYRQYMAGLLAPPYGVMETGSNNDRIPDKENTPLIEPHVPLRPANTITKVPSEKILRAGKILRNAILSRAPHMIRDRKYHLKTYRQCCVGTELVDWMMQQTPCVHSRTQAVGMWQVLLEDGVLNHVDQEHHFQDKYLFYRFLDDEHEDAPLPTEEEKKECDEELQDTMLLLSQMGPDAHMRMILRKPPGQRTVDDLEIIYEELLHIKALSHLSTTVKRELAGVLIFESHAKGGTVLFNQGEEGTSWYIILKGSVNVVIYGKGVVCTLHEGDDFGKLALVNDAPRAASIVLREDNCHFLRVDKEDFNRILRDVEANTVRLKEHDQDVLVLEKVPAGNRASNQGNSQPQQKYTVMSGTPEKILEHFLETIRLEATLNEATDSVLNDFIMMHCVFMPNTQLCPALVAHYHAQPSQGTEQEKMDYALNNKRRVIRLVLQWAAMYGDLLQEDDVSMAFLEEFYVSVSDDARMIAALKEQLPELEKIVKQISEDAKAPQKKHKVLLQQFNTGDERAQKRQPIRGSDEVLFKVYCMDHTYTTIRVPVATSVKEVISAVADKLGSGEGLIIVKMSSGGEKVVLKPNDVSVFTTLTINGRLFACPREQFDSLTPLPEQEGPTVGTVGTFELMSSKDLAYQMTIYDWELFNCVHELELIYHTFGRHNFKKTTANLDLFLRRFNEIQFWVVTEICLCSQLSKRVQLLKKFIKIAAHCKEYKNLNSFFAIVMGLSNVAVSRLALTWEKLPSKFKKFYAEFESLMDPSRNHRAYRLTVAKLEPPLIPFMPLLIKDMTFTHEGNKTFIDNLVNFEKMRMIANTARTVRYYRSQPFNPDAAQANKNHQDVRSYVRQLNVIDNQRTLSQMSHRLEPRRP
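Each well held 100 nM EPAC2, 250 nM RAP1B-BODIPY-GDP and 50 uM GDP. Fluorescence, read at 5-min intervals to 30 min, was referenced to a 6.5 mM cAMP positive control.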
Nrf2 block: inhibitors of Nrf2 signaling | A549 ARE-Fluc reporter, luciferase luminescence, 18-24 h | Potency, µM (highest dose often 46 µM), without a hit: at the highest dose activity change, negative = inhibition, most hits filed as inhibitors | hit rate 2.1% among 360,000; also: potency is read from the fitted curve at half-maximal effect; % is scaled to controls: 0 for no effect and ±100 for the full control effect; nearly all actives have a fitted effect of over 60% in size
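A549 ARE_Fluc cells, 5000/well, 5% FBS OPTI-MEM; compounds in dose-response, 18-24 h at 37 °C/5% CO2; CellTiter-Fluor viability read (Ex 405/Em 525), then BugLite luciferase luminescence = Nrf2 activity.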
ATXN viability: viability counter-screen for ATXN expression inhibitors; S2 cells (HEK-293 line with an ATXN2-luciferase reporter) viability, CellTiter-Fluor protease fluorescence, 24 h; Potency, µM (series often up to 56.7 µM), actives largely listed as cytotoxic; hit rate 0.49% among 400,000; also: potency is read from the fitted curve at half-maximal effect; nearly all actives have a fitted effect of over 40% in size
A549 viability: kills or reduces viability of A549 cells in Nrf2 counter-screen; A549 ARE-Fluc cells, CellTiter-Fluor viability, 18-24 h; Potency, µM (titrated, usually from 46 µM), inactives show at the top dose activity change, negative = cytotoxicity, hits mostly inhibitors; hit rate 0.16% among 390,000; AID 504648; also: potency is read from the fitted curve at half-maximal effect; % is scaled to controls: 0 for no effect and ±100 for the full control effect
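Cytotoxicity counterscreen: CellTiter-Fluor fluorescence was measured in A549 ARE_Fluc cells after 18-24 h of compound exposure in a concentration series. The subsequent BugLite luminescent read reports ARE-luciferase activity.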
HepG2 viability: counter-screen for TGF-b inhibitors: cytotoxicity in HepG2 cells; hit rate 0.76% among 410,000; Potency, µM (highest dose often 46.1 µM), for the others: at the highest dose activity change, negative = cytotoxicity, usual class: cytotoxic; HepG2 CAGA-GFP viability, ATP luminescence, 18 h; also: potency is read from the fitted curve at half-maximal effect; some results filed as inactive show a strong effect at the top dose
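HepG2 CAGA-GFP cells (1000/well, DMEM with 1% FBS) received compound, then TGF-beta at 500 pg/mL final, and were incubated 18 hours at 37 degrees C. Viability was read by CellTiter-Glo luminescence. Media-only wells were set as complete cell-killing and DMSO as no toxicity.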
TGFb SMAD3 inh: TGF-b pathway inhibition | HepG2 CAGA-GFP TGF-b/SMAD3 reporter, GFP fluorescence, 18 h; TGF-beta stimulated, 500 pg/mL final | AID 588855 | Potency, µM (titrated, usually from 46.1 µM), without a hit: at the top dose activity, negative = inhibition, most hits filed as inhibitors | hit rate 1.2% among 410,000; also: potency is read from the fitted curve at half-maximal effect; % is scaled to controls: 0 for no effect and ±100 for the full control effect; nearly all actives have a fitted effect of over 65% in size
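GFP signal (ex488/em500-530) from TGF-beta-stimulated HEPG2 CAGA-GFP cells, 500 pg/mL final, 18 h at 37 degrees C in DMEM plus 1% FBS, normalized to unstimulated and DMSO-stimulated controls.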
ATXN2 expr inh: ATXN2 expression inhibition; HEK-293 ATXN2-luciferase reporter, luminescence, 24 h; hit rate 0.72% among 360,000; Potency, µM (top dose mostly 57 µM), without a hit: top-dose activity change, negative = inhibition, actives largely listed as inhibitors; also: potency is read from the fitted curve at half-maximal effect; % is scaled to controls: 0 for no effect and ±100 for the full control effect; nearly all actives have a fitted effect of over 55% in size
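ATXN2-luciferase reporter cells (luciferase flanked by upstream and downstream ATXN2 gene portions) were treated 24 h at 37 °C with compounds at up to 57 uM. SteadyGlo luminescence gave expression; GF-AFC fluorescence gave viability.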
Nrf2 activator: Nrf2 pathway activation | Potency, µM (highest dose often 46.1 µM), inactives show top-dose activation, actives largely listed as activators | AID 624171 | AREc32 ARE-luciferase reporter (MCF7-derived line), luminescence, 24 h | hit rate 0.31% among 410,000; also: potency is read from the fitted curve at half-maximal effect; % of control where 0% means no effect; nearly all actives have a fitted effect of over 65% in size
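For detection, Steady-Glo was added and plates sat 30 min at RT; before that, AREc32_Fluc cells grown overnight in OPTI-MEM/5% FBS had been treated with 23 nL compound for 24 hr at 37 deg C.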
An asterisk follows results filed as active; i = inactive; ? = inconclusive; nt = no result given. Unless noted, calls follow the shape of the dose curve; as a rule, active = well fitted curve in the direction sought with a large enough effect; inconclusive = small, poorly fitted or top-dose-only effect, or another doubt; inactive = no such curve, though single readings can be large; an effect the other way counts as inactive or inconclusive.

SMILES	IL2 activator	EPAC2 agonist	Nrf2 block	ATXN viability	A549 viability	HepG2 viability	TGFb SMAD3 inh	ATXN2 expr inh	Nrf2 activator
NS(=O)(=O)c1ccc(NC(=O)c2ccc(S(=O)(=O)N3CCCCC3)cc2)cc1	-0.8	-6%	0%	i	-2%	-14%	-19%	nt	-0.4%
CCN(CC(=O)NCc1ccncc1)S(=O)(=O)c1cc(Cl)ccc1Cl	0.1	3%	2%	i	-10%	-6%	1%	4%	-1.0%
CCn1nc(NC(=O)C(C)C)c2cc3cccc(C)c3nc21	-0.1	-5%	-5%	nt	4%	-9%	?	nt	0.3%
N=c1c(C(=O)NCc2ccco2)cc2c(=O)n3ccccc3nc2n1C1CCCC1	2.7	5%	2%	i	-3%	-9%	-20%	?	5.3%
CCOc1ccc(C(=O)c2cn(CC(=O)Nc3ccc(C)c(Cl)c3)c3ccc(OCC)cc3c2=O)cc1	nt	nt	9%	i	1%	0%	-3%	-1%	0.2%
CC(NC(=S)Nc1ccc(Cl)cc1)C(c1ccccc1)N1CCOCC1 (centres undefined)	0.4	1%	-10%	i	-1%	2%	1%	2%	-0.1%
Cc1c(C(=O)N2CCCC2)sc(NC(=O)c2cccs2)c1C#N	-1.7	11%	2%	i	-9%	4%	2%	-6%	-0.5%
COc1ccccc1CNC(=O)COC(=O)/C=C/c1ccc2c(c1)OCO2	0.3	-5%	16%	i	0%	1%	3%	24%	4.2%
COCCn1c(SCC(=O)NCc2ccc3c(c2)OCO3)nc2ccccc2c1=O	-1.9	5%	-16%	i	4%	-13%	-6%	-17%	0.0%
COc1ccc(N2CC(NC(=O)c3ccco3)CC2=O)cc1 (centres undefined)	nt	nt	nt	nt	3%	3%	-16%	nt	-0.8%
COc1cccc(N2CCN(C(=O)c3cnn(-c4ccc(C)cc4C)c3C3CCN(C(=O)OC(C)(C)C)CC3)CC2)c1	nt	nt	?	?	-10%	-11%	?	?	-0.3%
Cc1cc(C)n2nc(SCC(=O)N(CCC#N)c3ccc(F)cc3)nc2n1	-0.8	7%	-9%	i	17%	1%	28%	nt	-0.4%
CC(=O)Nc1ccc(S(=O)(=O)N2CCN(S(=O)(=O)c3ccc(NC(C)=O)cc3)CC2)cc1	0.9	7%	4%	i	-12%	11%	0%	12%	-0.4%
COC(=O)c1ccc(NS(=O)(=O)c2ccc(-n3cccn3)cc2)cc1	nt	nt	-18%	i	7%	-12%	-24%	-1%	1.2%
Cc1c(C(=O)NC(=S)NCc2cccnc2)cccc1[N+](=O)[O-]	-0.1	8%	?	i	8%	-18%	0%	6%	1.5%
Cc1ccc(S(=O)(=O)Nc2nc(C)c(C(=O)NNS(=O)(=O)c3cc(C)ccc3C)s2)cc1	-0.4	1%	11%	i	1%	0%	1%	-1%	0.0%
Cc1ccc(CNc2nc3ccc(C)cc3n3cnnc23)cc1	-0.6	-2%	-19%	i	-12%	-3%	0%	2%	3.4%
CC(C)(C)[C@H]1C=C(C(=O)O)O[C@@H](OCc2ccc(CO)cc2)C1	-1.6	13%	-1%	i	5%	0%	0%	-3%	-0.8%
CCN(CC)C(=O)Cn1cc(C(=O)C(=O)N2CCN(c3ccc(OC)cc3)CC2)c2ccccc21	-2.2	-2%	-15%	i	0%	-1%	2%	0%	-0.2%
CCC(=O)N1CCN(c2ccccc2NC(=O)c2ccc([N+](=O)[O-])o2)CC1	3.5	-1%	-3%	i	-10%	-150%	16µM*	-32%	6.4%
CN(C)CCN1CCN([C@H]2CS(=O)(=O)N[C@@H]2COCc2ccccc2)CC1	-0.2	4%	nt	i	nt	-6%	0%	0%	-0.1%
CCCCN(C(=O)CSc1cc(C)c2ccc(OC)cc2n1)c1c(N)n(Cc2ccccc2)c(=O)[nH]c1=O	-1.6	-11%	-9%	?	-12%	-16%	-22%	nt	3.5%
Cc1ccc2c(C(=O)CN3CCCC3)c(C)[nH]c2c1	1.5	-2%	2%	i	-10%	-9%	-1%	-14%	0.1%
COc1ccccc1NC(=O)CCCn1c(=S)[nH]c2ccccc2c1=O	-3.6	-2%	-6%	i	-3%	9%	1%	nt	3.7%
CCc1nnc(NC(=O)c2cc3ccccc3oc2=O)s1	-1.5	-3%	-5%	i	-4%	2%	8%	14%	3.7%
Cc1ccc(S(=O)(=O)CCC(=O)OC(C)c2nnc(-c3cccs3)o2)cc1 (centres undefined)	0.4	4%	0%	?	1%	1%	5%	3%	-0.5%
O=C(CSc1cn(CC(=O)N2CCCCC2)c2ccccc12)NCc1ccccc1	nt	nt	0%	nt	0%	-21%	0%	nt	3.9%
OCCc1c[nH]c2ccc(C(F)(F)F)cc12	-3.7	-1%	-8%	i	5%	-5%	2%	-10%	0.1%
CCNc1nc(Sc2ccc(C)cc2)cc(C(F)(F)F)n1	-1.7	-5%	0%	?	-1%	-26%	0%	-11%	-0.1%
CN(C)N=Nc1ccc(S(N)(=O)=O)cc1	0.3	3%	11%	i	1%	13%	-2%	1%	-0.4%
O=C(Nc1ccccc1)N1CCN(CCc2ccccc2)CC1	-1.0	9%	19%	i	8%	-30%	-9%	-13%	0.5%
Cc1ccc(-c2ccc(C#N)c(=O)n2CC(=O)N(C)C)cc1	2.2	2%	2%	i	-1%	-1%	15%	-8%	2.3%
O=c1c2cc(NC(=S)NC3CC3)ccc2nc2n1CCCCC2	-0.6	13%	11%	i	2%	-4%	?	-11%	2.9%
COc1ccccc1N(C(=O)c1ccco1)C(C(=O)NC1CCCC1)c1ccncc1 (centres undefined)	0.8	1%	-7%	i	-1%	-24%	-3%	-8%	2.8%
CCOc1ccccc1NC(=O)COC(=O)C1CCC(=O)N1 (centres undefined)	-0.6	-6%	2%	i	1%	8%	14%	-4%	5.5%
Cc1cc(C(=O)Nc2cccc3ccccc23)oc1C	0.3	10%	nt	i	nt	-6%	-2%	nt	?
CCc1c(C)nc(N2CCOCC2)[nH]c1=O	0.5	4%	1%	i	13%	1%	25%	-8%	-0.1%
COC(=O)c1ccccc1Sc1c(/C=N/OCc2ccc(Cl)cc2)c(C(F)(F)F)nn1C	-0.5	7%	?	i	-3%	-30%	-6%	-8%	-0.2%
COc1ccccc1C(=O)NCCC(=O)NCC1CCCCC1	0.5	2%	3%	i	-2%	-23%	0%	5%	0.1%
CC(C)(C)NC(=O)CSc1nnc(C2CC2)n1-c1ccccc1	0.3	2%	-3%	i	0%	-3%	-6%	-18%	0.2%
O=C(O)C1CCCCC1C(=O)NCCCCc1ccccc1 (centres undefined)	0.0	21%	-15%	i	-1%	-1%	1%	0%	-0.6%
CCN(CC)C(=O)c1[nH]cnc1C(=O)NCC(=O)OC(C)(C)C	-2.3	1%	1%	i	11%	-3%	-4%	4%	-1.0%
CC(C)Cc1nnc(NC(=O)CN2C(=O)NC3(CCCC3)C2=O)s1	-4.0	4%	-9%	i	-6%	-4%	0%	-7%	0.1%
Cc1ccc(-c2c[n+](CC(=O)Nc3c(C)cccc3C)c3n2CCC3)cc1	0.2	0%	-16%	?	-3%	-35%	0%	13%	-0.9%
CCCCCn1c(=O)c(-c2nc3ccccc3[nH]2)c(O)c2ccccc21	-0.7	-9%	11%	i	-13%	5%	20%	-1%	8.4%
Cc1cc(C)nc(SCSc2nc(C)cc(C)n2)n1	1.0	-14%	13%	i	7%	17%	7%	-4%	0.1%
O=C(N/N=C/c1cccnc1)c1cc(-c2ccccc2Cl)nc2ccccc12	-0.2	6%	-14%	i	-10%	0%	11%	1%	2.7%
Cc1ccc(NC(=O)CCC(=O)c2ccc(Cl)s2)nc1	0.0	4%	15%	i	6%	6%	16%	nt	8.9%
Cc1cc(C)c(O)c(-c2cc(C(=O)Nc3c(C)n(C)n(-c4ccccc4)c3=O)[nH]n2)c1	1.2	3%	-18%	i	0%	-16%	-1%	0%	1.4%
COc1cccc(CN(C)CC(O)COc2cc(Cl)ccc2Cl)c1 (centres undefined)	-0.6	1%	-3%	i	-7%	-47%	?	nt	6.7%
COC(=O)c1cn(CC(=O)N2CCCCC2C)c2ccccc12 (centres undefined)	-0.1	3%	?	i	2%	-16%	-26%	1%	-0.1%
CCC1(c2ccccc2)NC(=O)N(CC(=O)NCc2ccc(C)cc2)C1=O (centres undefined)	-4.0	5%	0%	i	0%	12%	6%	-12%	-0.7%
Cc1ccc(N(C)C(=O)N2CCN(S(=O)(=O)c3c(C)cc(C)cc3C)CC2)cc1	-0.8	11%	6%	nt	0%	-21%	-21%	nt	-0.3%
COCC(=O)N1CCC(Oc2ccc(C(=O)NC(C)c3nccs3)cc2)CC1 (centres undefined)	-2.9	4%	14%	i	-1%	-26%	0%	7%	-0.7%
COc1cccc(-c2nc(SCC(=O)Nc3ccc4c(c3)OCO4)c(-c3ccccc3)[nH]2)c1	nt	nt	?	?	?	-48%	?	?	-0.8%
